ERG Ets-DNA blk – blocks human ERG Ets domain binding to DNA | P11308 | fluorescence polarization, His-ERG Ets domain / labelled DNA | Potency, µM (doses to about 76.9 µM), for the others: at the highest dose FP activity, negative = inhibition, usual class: inhibitors | 370,000 tested, 0.028% active | AID 624246; active = well fitted inhibition curve with a large enough effect in the polarisation, with a control signal flat; inconclusive = small, poorly fitted or top-dose-only effect, or effect the other way, or a change in a side signal; inactive = no such curve, though single readings can be large or run the other way; the % refers to the polarisation;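 note: polarization taken with two DNA probes labelled with fluorescein and Texas red; potency is the fitted concentration of half-maximal effect; % of control where 0% means no effect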
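His-tagged ERG Ets domain (1 uM in the protein solution; 300mM KCl, 50mM Tris-HCl, 1mM EDTA, 1mM DTT, pH 7.5) received compound, then a probe mix of 5 nM fluorescein-DNA and 100nM Texas-615-DNA. Fluorescence polarization was read for both dyes.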
Pol iota inh – DNA polymerase iota (human) inhibition. Q9UNA4. Pol iota fluorescent replication assay, 10 min. Potency, µM (titrated, usually from 115 µM), for inactives: at the top dose activity, negative = inhibition, actives largely listed as inhibitors. 390,000 tested, 1% active. AID 588590; note: potency is the fitted concentration of half-maximal effect
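Fluorescent replication assay read twice, at 0 min and 10 min after adding 50 nM (final) substrate. Enzyme (10 nM) and compounds were first incubated 15 min at room temperature; enzyme-free buffer wells were negative controls.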
TRHR agonist – activates the human TRH receptor | P34981 | 360,000 tested, 0.18% active | activation, % at 2 µM | TRHR cells, calcium flux fluo-8, FDSS agonist mode; in the data active = activation above about 30%; note: 0% is about no effect
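Fluo-8-loaded TRHR cells; 10 s baseline, compound added, kinetic Ca2+ fluorescence read 1/s, agonist mode.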
Anesthetic bind – binds horse apoferritin like a general anesthetic; Potency, µM (series often up to 77.5 µM), for the others: at the top dose activity change, negative = displacement, actives largely listed as inhibitors; AID 485281; 350,000 tested, 0.074% active; apoferritin/1-aminoanthracene competitive binding, fluorescence; P02791; note: potency is the fitted concentration of half-maximal effect; % is set by controls: 0 for no effect and ±100 for the full control effect; nearly all actives have a fitted effect of over 20% in size
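Horse-spleen apoferritin (10 uM) in 50% saturated 1-aminoanthracene in PBS was incubated 10 min at room temperature with compound. Fluorescence (ex 380, em 535 nm) was normalized to free and bound 1-AMA, with concentration-response fitted by a four-parameter Hill equation.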
12-LOX inh – blocks human arachidonate 12S-lipoxygenase | P18054 | purified 12hLO, xylenol orange hydroperoxide absorbance | Potency, µM (top dose mostly 108 µM), without a hit: top-dose activity change, negative = inhibition, actives largely listed as inhibitors | 580,000 tested, 1.1% active; note: potency is the fitted concentration of half-maximal effect; % is set by controls: 0 for no effect and ±100 for the full control effect
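Hydroperoxide product was detected by ferrous iron/xylenol orange as the 573 to 405 nm absorbance ratio. Arachidonic acid at 40 uM (final) was turned over for 30 min at room temperature by 150 nM human 12hLO, pH 7.0 Hepes buffer, after 15 min compound preincubation.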
Pol beta inh – DNA polymerase beta (human) inhibition. P06746. Pol beta primer extension/strand displacement, fluorescence kinetic. Potency, µM (doses to about 114 µM), for inactives: top-dose activity change, negative = inhibition, actives largely listed as inhibitors. 340,000 tested, 1.3% active. AID 485314; note: potency is the fitted concentration of half-maximal effect; % is set by controls: 0 for no effect and ±100 for the full control effect
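Preincubation: enzyme (10 nM) with compound, 15 min, RT. Reaction: substrate added to 50 nM final. Reads: 0 and 10 min. Analysis: normalized, Hill fit.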
BLM helicase inh – blocks DNA unwinding by human BLM helicase. Potency, µM (doses to about 56.1 µM), inactives show at the highest dose activity change, negative = inhibition, hits mostly inhibitors. 350,000 tested, 0.2% active. recombinant BLM DNA unwinding, fluorescence dequenching;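 note: potency is the fitted concentration of half-maximal effect; plate controls were vehicle for no effect and no enzyme for full effect; nearly all actives have a fitted effect of over 35% in size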
Target sequence (P54132 whole entry, looked up): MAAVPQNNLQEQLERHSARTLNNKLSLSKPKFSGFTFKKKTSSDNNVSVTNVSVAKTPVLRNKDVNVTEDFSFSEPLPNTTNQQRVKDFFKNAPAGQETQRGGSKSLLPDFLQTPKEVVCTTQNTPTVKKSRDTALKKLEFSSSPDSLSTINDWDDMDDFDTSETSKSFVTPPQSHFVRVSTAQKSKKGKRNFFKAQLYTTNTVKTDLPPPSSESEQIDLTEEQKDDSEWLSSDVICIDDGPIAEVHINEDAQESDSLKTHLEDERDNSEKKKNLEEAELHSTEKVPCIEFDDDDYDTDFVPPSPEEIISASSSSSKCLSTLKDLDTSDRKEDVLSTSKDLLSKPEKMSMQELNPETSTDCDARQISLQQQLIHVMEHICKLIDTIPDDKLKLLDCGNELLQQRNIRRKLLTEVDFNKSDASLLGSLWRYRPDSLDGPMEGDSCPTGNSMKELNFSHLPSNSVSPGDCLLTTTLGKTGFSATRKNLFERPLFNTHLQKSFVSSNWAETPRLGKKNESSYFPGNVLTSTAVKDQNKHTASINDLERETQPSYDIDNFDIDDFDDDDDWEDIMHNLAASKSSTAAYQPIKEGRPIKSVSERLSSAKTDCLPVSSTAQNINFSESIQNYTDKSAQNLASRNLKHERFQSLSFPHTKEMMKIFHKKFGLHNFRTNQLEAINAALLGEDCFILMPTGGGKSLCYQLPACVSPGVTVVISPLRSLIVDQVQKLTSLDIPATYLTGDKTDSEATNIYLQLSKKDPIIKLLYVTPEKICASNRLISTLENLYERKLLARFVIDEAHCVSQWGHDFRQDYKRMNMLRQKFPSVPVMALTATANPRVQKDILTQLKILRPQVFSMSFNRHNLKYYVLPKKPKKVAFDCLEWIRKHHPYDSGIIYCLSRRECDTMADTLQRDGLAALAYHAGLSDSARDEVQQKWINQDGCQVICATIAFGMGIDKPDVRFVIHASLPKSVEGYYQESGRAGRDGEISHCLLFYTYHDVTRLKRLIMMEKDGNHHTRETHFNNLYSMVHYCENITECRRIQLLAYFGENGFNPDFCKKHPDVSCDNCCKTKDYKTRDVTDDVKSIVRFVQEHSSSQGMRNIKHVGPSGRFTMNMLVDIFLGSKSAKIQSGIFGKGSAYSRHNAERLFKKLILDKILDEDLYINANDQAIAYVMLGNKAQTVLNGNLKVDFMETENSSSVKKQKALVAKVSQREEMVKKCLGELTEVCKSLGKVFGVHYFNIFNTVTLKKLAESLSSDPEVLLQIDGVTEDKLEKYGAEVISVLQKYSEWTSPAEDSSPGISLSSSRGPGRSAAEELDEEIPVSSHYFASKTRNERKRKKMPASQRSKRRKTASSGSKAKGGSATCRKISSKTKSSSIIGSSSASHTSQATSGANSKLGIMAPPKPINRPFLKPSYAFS
POLK inh – inhibitors of human DNA polymerase kappa; purified Pol kappa, fluorescent DNA synthesis assay, 10 min; Potency, µM (highest dose often 107 µM), for inactives: at the highest dose activity, negative = inhibition, actives largely listed as inhibitors; 400,000 tested, 0.53% active; AID 588579; note: potency is the fitted concentration of half-maximal effect; % is set by controls: 0 for no effect and ±100 for the full control effect
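Kinetic fluorescence screen: compound preincubated 15 min RT with 10 nM enzyme; 50 nM substrate (final) initiates; reads at 0/10 min.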
APE1 inh – blocks human APE1 abasic DNA cleavage | P27695 | recombinant APE1, TAMRA/BHQ-2 abasic DNA cleavage fluorescence | Potency, µM (titrated, usually from 65.8 µM), inactives show at the top dose activity change, negative = inhibition, usual class: inhibitors | 350,000 tested, 0.35% active;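 note: potency is the fitted concentration of half-maximal effect; plate controls were vehicle for no effect and reference inhibitor for full effect; nearly all actives have a fitted effect of over 55% in size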
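0.75 nM APE1 + cpd, 15 min RT; start w/ 50 nM TAMRA/BHQ-2 THF-abasic dsDNA; kinetic fluor 525/598 nm ×3 reads @60 s; Δ(read3−read1); normalized to DMSO and NSC13755 control wells.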
* marks the source's active call; other numbers are inactive results; u = inconclusive; x = not tested or not shown; & = joins results of further samples; [ ] = dose if it differs, or a comment. Unless noted, calls come from the whole dose curve; as a rule, active = well fitted curve in the direction sought with a large enough effect; inconclusive = small, poorly fitted or top-dose-only effect, or another doubt; inactive = no such curve, though single readings can be large; an effect the other way counts as inactive or inconclusive. These rows are one share of the data; the hit share may differ from the screen's.

no. | canonical_smiles | ERG Ets-DNA blk | Pol iota inh | TRHR agonist | Anesthetic bind | 12-LOX inh | Pol beta inh | BLM helicase inh | POLK inh | APE1 inh
1 | O=C(CCC(=O)N(CC(=O)NC1CCCC1)Cc1cccs1)Nc1nccs1 | 7% | 140%[activator] | 0.1 | -5% | 47%[activator] | u | 3% | -14% | 3%
2 | CC(C)c1ccc(CNc2nc(-c3ccco3)nn2S(=O)(=O)c2ccccc2)cc1 | 8% | 15% | 1.5 | -10% | u | 4% | -14% | 0% | x
3 | COc1ccc(/C(O)=C2/C(=O)C(=O)N(CC3CCCO3)C2c2ccc(OC)c(OC)c2)cc1 (centres undefined) | -10% | 6% | 0.4 | -15% | 18µM* | 26% | -1% | -6% | -2%
4 | Cc1ccc(NC(=O)C(Cc2ccccc2)NS(=O)(=O)c2ccc3c(c2)CCC(=O)N3)cc1 (centres undefined) | -10% | 1% | -0.5 | -13% | -2% | 7% | -5% | -11% | x
5 | O=C(NCCc1c[nH]c2ccccc12)/C(=C\c1cccs1)NC(=O)c1ccccc1 | 2% | 12% | -0.2 | -1% | -14% | 28% | -2% | -4%[60.1 µM] | -3%
6 | C=CCNC(=O)CCCC(=O)NCC=C | -6% | -4% | 0.4 | -3% | 12% | 1% | -1% | -6% | -7%
7 | O=C(COC(=O)c1ccccc1-n1cnnn1)c1ccc(F)c(F)c1 | 3% | 13% | 0.4 | x | -22% | x | x | -6% | 7%
8 | NC(=O)c1nsc(C(=O)N(CC(=O)NC2CCCC2)Cc2ccc3c(c2)OCO3)c1N | -1% | u | 2.6 | -4% | 368%[activator] | 15% | -1% | -6%&0% | 5%
9 | CS/C(N)=N/S(=O)(=O)c1ccc(NC(C)=O)cc1 | 6% | 12% | 0.8 | 1% | 4% | -34% | -4% | -2% | 43%[activator]
10 | Cc1c(NC(=O)CSc2nnnn2-c2ccc(O)cc2)c(=O)n(-c2ccccc2)n1C | -4% | 13% | 0.0 | -6% | -21% | 10% | -2% | -21% | -3%
11 | CS(=O)(=O)N1CCN(CCN2C(=O)c3cccc4cccc(c34)C2=O)CC1 | 5% | 44%[activator] | -0.6 | -5% | -58% | -19% | -9% | 4% | -6%
12 | CCC(C)(C)NC(=O)C(c1cccc(OC)c1OC)N(C(=O)CCC(=O)Nc1cc(C)on1)c1ccc2c(c1)OCCO2 (centres undefined) | -1% | 98%[activator] | -0.5 | u | 2% | u | -4% | -2% | 28%
13 | COC(=O)c1sccc1S(=O)(=O)N1CCN(c2ccc(C(C)=O)cc2)CC1 | -3% | 0% | -0.6 | u | -1% | 9% | -8% | -18% | x
14 | CCOC(=O)C1(Cc2cccc(OC)c2)CCCN(Cc2cnn(C)c2)C1 (centres undefined) | -20% | 37%[activator] | 0.0 | -2% | 1% | 19% | 1% | 7% | 22%
15 | COc1ccc(N2C(=O)CC(Sc3ncccc3C(=O)O)C2=O)cc1 (centres undefined) | x | 12% | -0.1 | -8% | 3% | 13% | 0% | 0% | 5%
16 | Cc1cc2occ(CC(=O)N(C)CC(=O)Nc3ccccc3Br)c2cc1C | -2% | 21% | 0.0 | x | -23% | x | x | -13% | -9%
17 | CN(C)CCNC(=O)C(=O)NCC(c1cccnc1)N1CCN(c2ccc(F)cc2)CC1 (centres undefined) | 1% | 20% | -0.2 | 3% | 6% | -17% | -1% | -9% | x
18 | Cc1cnn(-c2cc(N/N=C/c3cccc(F)c3)ncn2)c1 | -10% | 17% | -3.2 | 0% | 15% | -1% | 0% | -11% | -4%
19 | CCOC(=O)c1c[nH]c(=O)c(Br)c1O | x | -26% | 0.2 | -5% | -6% | 21% | -7% | -2% | 4%
20 | O=C(NC1CCCCC1)[C@@H]1CC=C[C@@H]2CCN(C3CCCCC3)C(=O)[C@@H]21 | -2% | 11%&29% | x | x | 9% | x | x | -6%&-5% | x
21 | COC(=O)CCCC1=CC2=CC(=O)C(C)(OC(=O)CCc3ccccc3)C(=O)C2=CO1 (centres undefined) | 12% | u | 2.9 | -9% | x | 56µM* | -12%&-1%&-14% | u | 0%&3%&-10%
22 | O=C(N/N=C/c1ccc(-c2cccc(C(F)(F)F)c2)o1)c1ccccc1Br | x | 0% | 7.0 | -10% | 22% | -3% | -7% | -13% | -1%
23 | O=[S@]1Oc2ccccc2-c2ccccc21 | -9% | 104%[activator] | x | x | u | x | x | -2% | x
24 | COc1cc(C(=O)Nc2cccc3c2CCCC3)cc(OC)c1OC | 4% | 26% | -1.5 | -10% | -7% | 1% | 0% | -4% | 9%
25 | Cc1ccc(NC(=O)CN(C)C(=O)CNC(=O)c2sc3ccccc3c2Cl)cc1 | 5% | 12% | -1.2 | x | -24% | x | x | -5% | -12%
26 | CCOc1cc([C@@H]2C[C@H]3CN(c4ccccc4)C(=O)[C@]34CCCN24)ccc1OC | 21% | 74%[activator] | -0.1 | -17% | -8% | -17% | -5% | -4% | -2%
27 | COc1ccc(/C=N/n2cnc3c([nH]c4ccccc43)c2=O)cc1COc1ccccn1 | x | x | 0.0 | -6% | x | 31%[activator] | -10% | x | 13%
28 | Cc1csc(SCC(=O)Nc2ccccc2)n1 | 3% | 14% | -0.2 | 7% | -10% | 52% | -3% | -3% | -1%
29 | CCOC(=O)C1(Cc2cccc(Cl)c2)CCCN(C(=O)C(C)(C)C)C1 (centres undefined) | -6% | 2% | 0.0 | u | 19% | -2% | -8% | -1% | 8%
30 | CCC(CC)NC(=O)c1ccccc1Oc1ccccc1 | -2% | -2% | -0.9 | -11% | 168%[activator] | 16% | -4% | 0% | 1%
31 | COc1cc(NC(=O)c2ccccc2Cl)c(OC)cc1NC(=O)CN1CCCCC1 | 10% | 34%[activator] | -0.8 | -1% | 18% | -4% | -2% | -2% | 4%
32 | NS(=O)(=O)c1ccc(CNC(=O)c2ccc(NS(=O)(=O)c3cccs3)cc2)cc1 | -1% | 49%[activator] | x | x | 7% | x | x | -13% | 8%
33 | CCCOc1ccc(/C=N/NC(=O)CSc2ccccn2)cc1OC | -8% | 18% | -1.6 | -13% | 270%[activator] | 79µM* | -1% | -22% | u
34 | Cc1cc(Cl)ccc1Oc1nccc(N(C)C)c1C#N | x | 24% | 0.1 | u | 9% | 6% | -3% | 1%[60.1 µM] | 10%
35 | COc1ccc(CCNC(=O)CCS(=O)(=O)c2ccc3c(c2)NC(=O)CO3)cc1OC | -5% | -6% | -0.1 | -4% | 12% | 26% | 1% | -3% | -2%
36 | CCCC(=O)Nc1nc2ccc3nc(C)sc3c2s1 | 2% | 1% | -0.6 | -13% | -27% | 4% | -5% | -15% | 1%
37 | COc1cccc(-c2nc(NC3CC3)c3ccccc3n2)c1 | x | x | x | x | u | x | 4% | -13%[60.1 µM] | -10%
38 | COc1ccc(OC)c(NC(=O)CNC(=O)Cn2cnc3ccccc3c2=O)c1 | -5% | 9% | -0.1 | -4% | 0% | 29% | -1% | -4% | 3%
39 | S=C(Nc1cccc(Cl)c1Cl)NC1CCN(Cc2ccccc2)CC1 | 0% | -16% | 3.5 | u | 28% | 4% | 1% | -3% | 14%
40 | Cc1ccc(OCCSc2nc3ccccc3n2CC(=O)NC(C)C)cc1 | 1% | 3% | 0.0 | -20% | -5% | 15% | 0% | 9% | x
41 | Cc1ccc(-n2c(SCC(=O)Nc3cc(S(=O)(=O)N4CCOCC4)ccc3Cl)nc3ccccc3c2=O)cc1 | -10% | 9% | 0.6 | -6% | 20% | 16% | -1% | -17% | -4%
42 | c1ccc(-c2nc(-n3ccnc3)nc(-n3ccnc3)n2)cc1 | 6% | -1% | -1.0 | 5% | -27% | -12% | 81%[activator] | -15% | 9%
43 | Cc1ccc(C(=O)Nc2ccccc2C(=O)O)cc1S(=O)(=O)Nc1ccccc1 | 3% | 19% | -1.3 | -11% | -15% | 1% | 3% | 2% | -1%
44 | CCOC(=O)C1=C(N)OC(CCl)=C(C#N)C1c1ccsc1 (centres undefined) | -3% | 145%[activator] | 0.1 | 3% | -5% | 36% | -1% | -2% | 0%

Of the compounds above, 6 contain an aryl thioether with sulfur outside any ring.
no. | canonical_smiles | ERG Ets-DNA blk | Pol iota inh | TRHR agonist | Anesthetic bind | 12-LOX inh | Pol beta inh | BLM helicase inh | POLK inh | APE1 inh
10 | Cc1c(NC(=O)CSc2nnnn2-c2ccc(O)cc2)c(=O)n(-c2ccccc2)n1C | -4% | 13% | 0.0 | -6% | -21% | 10% | -2% | -21% | -3%
15 | COc1ccc(N2C(=O)CC(Sc3ncccc3C(=O)O)C2=O)cc1 (centres undefined) | x | 12% | -0.1 | -8% | 3% | 13% | 0% | 0% | 5%
28 | Cc1csc(SCC(=O)Nc2ccccc2)n1 | 3% | 14% | -0.2 | 7% | -10% | 52% | -3% | -3% | -1%
33 | CCCOc1ccc(/C=N/NC(=O)CSc2ccccn2)cc1OC | -8% | 18% | -1.6 | -13% | 270%[activator] | 79µM* | -1% | -22% | u
40 | Cc1ccc(OCCSc2nc3ccccc3n2CC(=O)NC(C)C)cc1 | 1% | 3% | 0.0 | -20% | -5% | 15% | 0% | 9% | x
41 | Cc1ccc(-n2c(SCC(=O)Nc3cc(S(=O)(=O)N4CCOCC4)ccc3Cl)nc3ccccc3c2=O)cc1 | -10% | 9% | 0.6 | -6% | 20% | 16% | -1% | -17% | -4%

High-throughput results as filed in PubChem.
